FBW7 act = human FBW7 E3 ligase activation, primary screen; Q969H0; AlphaScreen FBW7–phospho-cyclin E peptide binding, activator screen; normalized activity (activation), % at 26.1 µM; 0.13% of 650,000 active; AID 1259310; in the data active = normalized activity above about 1.9%;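 also: purified mutant Fbw7 with reduced substrate affinity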
TEAD-YAP block = TEAD-YAP interaction inhibition; 1.4% of 640,000 active; HEK-TIYL cells, TEAD-Gal4/YAP UAS-luciferase luminescence; AID 1259422; inhibition, % at 9.12 µM; in the data active = inhibition above about 32%;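 also: 0% = median of test compound wells and 100% = reference inhibitor wells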
GPR151 activ = activators of human GPR151; Q8TDV0; PathHunter beta-arrestin GPR151 cells, luminescence; activation, % at 11.2 µM; 1% of 650,000 active; AID 1508602; in the data active = activation above about 4.9%;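 also: 0% = median of compound wells and 100% = cells with positive control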
Target sequence (Q8TDV0 whole entry, looked up): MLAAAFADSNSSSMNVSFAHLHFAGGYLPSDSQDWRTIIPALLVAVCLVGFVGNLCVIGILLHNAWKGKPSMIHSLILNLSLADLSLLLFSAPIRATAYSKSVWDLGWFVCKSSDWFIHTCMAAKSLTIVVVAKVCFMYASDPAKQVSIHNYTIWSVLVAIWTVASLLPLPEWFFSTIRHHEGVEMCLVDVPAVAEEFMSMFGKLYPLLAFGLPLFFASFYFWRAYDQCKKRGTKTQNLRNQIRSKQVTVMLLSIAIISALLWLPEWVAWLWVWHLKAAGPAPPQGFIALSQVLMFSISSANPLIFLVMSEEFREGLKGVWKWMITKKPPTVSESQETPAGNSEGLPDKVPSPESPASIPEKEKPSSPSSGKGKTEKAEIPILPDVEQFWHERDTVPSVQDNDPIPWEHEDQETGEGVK
MITF inh = human MITF inhibition, primary screen; O75030; AlphaScreen MITF homodimerization, bead proximity signal; 0.91% of 650,000 active; inhibition, % at 2.6 µM; in the data active = inhibition above about 50%;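 also: 0% = vehicle wells with protein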
Target sequence (O75030 whole entry, looked up): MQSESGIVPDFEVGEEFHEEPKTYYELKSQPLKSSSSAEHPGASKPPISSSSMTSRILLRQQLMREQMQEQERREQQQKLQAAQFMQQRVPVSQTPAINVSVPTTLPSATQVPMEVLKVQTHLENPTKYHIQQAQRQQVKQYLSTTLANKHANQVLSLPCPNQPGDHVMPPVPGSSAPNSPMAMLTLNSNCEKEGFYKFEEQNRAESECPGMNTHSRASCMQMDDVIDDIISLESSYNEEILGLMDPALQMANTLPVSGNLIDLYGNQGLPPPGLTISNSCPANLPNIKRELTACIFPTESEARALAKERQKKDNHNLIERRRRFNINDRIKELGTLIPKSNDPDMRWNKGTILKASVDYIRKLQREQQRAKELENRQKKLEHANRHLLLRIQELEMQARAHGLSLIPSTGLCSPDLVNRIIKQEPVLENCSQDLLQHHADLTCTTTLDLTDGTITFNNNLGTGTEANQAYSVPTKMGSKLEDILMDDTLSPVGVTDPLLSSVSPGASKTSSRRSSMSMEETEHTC
The depositor's hits bear a star; & = joins results of further samples.

SMILES | FBW7 act | TEAD-YAP block | GPR151 activ | MITF inh
CCc1nc(N)nc(N)c1-c1ccc(Cl)cc1 | 0.3&0.3&0.1 | -4 | -2.2&-1.4&-1.4 | 6&24&19
COc1ccc([C@@H]2CN(Cc3ccccc3)CC2c2nc3ccc(-c4cn[nH]c4C)cc3[nH]2)cc1 (stereo partly specified) | -0.3 | -9 | -1.3 | -4
CC(C)CCOc1cc(-c2cn[nH]c2)ccc1NC(=O)C1COc2ccccc2C1 (stereo unspecified) | -0.1 | 12 | -0.6 | 6
CC(C)c1cc(CNC(=O)c2cc(COc3ccc4ncccc4c3)on2)on1 | 0.1 | 18 | -0.4 | 12
COCCCNC(=O)c1ccc(C(C)(C)C)cc1 | 0.1 | -39 | -0.2 | 3
CC(C)Oc1ccc(C(=O)Nc2sccc2C(N)=O)cc1 | 0.2 | 28 | -1.7 | -4
COc1ccc(CNc2ccnc3c(-c4cccc(O)c4)cnn23)cc1 | 0.0 | -16 | 0.1 | -10
Cc1ccc2oc(-c3ccc(C)c(NC(=O)c4ccc([N+](=O)[O-])o4)c3)nc2c1 | -0.1 | -29 | 1.2 | -9
CC(=O)c1c(C)[nH]c(C(=O)N2CCN(c3ccccc3F)CC2)c1C | 0.0 | 4 | 0.3 | 6
COc1ccc(CN2C(=O)N(Cc3ccccc3)S(=O)(=O)c3ccccc32)cc1F | 0.3 | -6 | 2.0 | 19
CCOC(=O)CC1COCCN1C(=O)CCc1nnc(CCCCc2ccccc2)o1 (stereo unspecified) | 0.0 | 0 | 0.6 | 14
CN1CCN(Cc2c(O)ccc3c(=O)c(-c4ccc(Cl)cc4)coc23)CC1 | -0.6 | 5 | -1.4 | 0
CCOC(=O)C1=C(C)N=c2s/c(=C\c3cc([N+](=O)[O-])ccc3N3CCOCC3)c(=O)n2C1c1ccc(N(C)C)cc1 (stereo unspecified) | -0.2 | -8 | -0.9 | -8
Cn1cccc(C(=O)N2CCC(c3nnc(-c4ccc(F)cc4)o3)CC2)c1=O | 0.0 | -6 | 2.8 | 4
NC(=O)[C@H](Cc1ccccc1)NC(=O)CCC1(Cc2cccs2)CCC(=O)N1 (stereo partly specified) | 0.1 | 5 | -0.3 | 13
Cn1cc([C@@H]2C[C@H]3CN(C4CCCC4)C(=O)[C@]34CCCN24)c(-c2ccccc2)n1 | 0.1 | -8 | -0.5 | -17
Clc1ccc(-c2nc3sc4nc5ccccc5nc4n3n2)c(Cl)c1 | 0.0 | -1 | 1.6 | 2
COc1ccc(Cl)cc1C(=O)N/C(=C/c1ccccc1Cl)C(=O)N1CC2CC(C1)c1cccc(=O)n1C2 (stereo unspecified) | 0.0 | -1 | -0.9 | -7
CC(C)N(C(=O)CSc1nc2sc3c(c2c(=O)n1Cc1ccccc1)CCCC3)c1ccccc1 | 0.1 | -2 | -1.5 | -2
O=C(O)CCCNC(=O)/C(=C/c1ccccc1)NC(=O)c1ccccc1Cl | 0.1 | 3 | 0.0 | -6
C/C(=C/c1ccccc1)C(=O)N1CC(C)CC(C)C1 (stereo unspecified) | 1.0 | -1 | -0.9 | 7
COc1cc(/C=C2/SC(N3CCCC3)=NC2=O)cc(OC)c1OC | 0.3 | 4 | 0.7 | 2
O=C(Cn1[nH]c(=O)c2ccccc2c1=O)NNC(=O)c1ccccc1 | 0.0 | 8 | 1.1 | 1
COCc1cc([C@@H]2C[C@H]3CN(c4cccc(OC)c4)C(=O)[C@]34CCCN24)ccc1OC | -0.1 | -6 | -0.5 | 7
COc1ccc(S(=O)(=O)N(CC(=O)N(C)Cc2ccccc2)c2ccc(C)cc2)cc1 | -0.1 | -1 | -0.9 | 5
O=C(Nc1ccc(Br)cc1)N1CCC2(CC1)OCCO2 | -0.1 | -42 | 0.0 | 3
O=C(CN1CCN(C(=O)CCSc2ccccc2)CC1)c1cccs1 | -0.2 | -41 | 0.3 | -28
CCS(=O)(=O)NCCc1csc(-c2cccnc2)n1 | 0.1 | 4 | -0.8 | 0
O=C(/C=C/c1ccccc1Cl)NCCSc1ccccn1 | 0.0 | -26 | -0.7 | 2
CCOC(=O)C1=C(C)N=c2s/c(=C/c3cc(Br)c(O)c(OC)c3)c(=O)n2C1c1cc(OC)ccc1OC (stereo unspecified) | 0.0 | 1 | -0.5 | 3
COCCn1nnnc1C(c1cc2ccc(C)cc2[nH]c1=O)N1CCCC1 (stereo unspecified) | 0.0 | 4 | 3.0 | 6
CN(C)S(=O)(=O)c1ccc(C(=O)NC(=O)CCl)cc1 | -0.2 | -12 | -0.1 | -8
O=C(Nc1ccc(F)cc1)c1ccc(Cl)cc1 | -0.1 | -46 | -3.1 | 8
CC(=O)OC1CC(C)(C)N(OC(=O)c2ccco2)C(C)(C)C1 | -0.1 | 1 | 1.0 | -3
COc1cccc(-n2c(=S)sc3c(=O)n(-c4ccccc4)c(SCC(=O)Nc4ccc(OC)cc4OC)nc32)c1 | -0.1 | 5 | 1.8 | 1
FC(F)(F)c1cccc(-n2cc(-c3ccccc3)c3c(NCc4cccs4)ncnc32)c1 | 0.1 | 9 | 0.0 | -17
Cc1cc(=O)oc2cc(OCC(=O)OCC(=O)Nc3ccc(C(C)C)cc3)ccc12 | -0.1 | 1 | 3.2 | -1
CCc1cccc(NC(=O)NCCNc2cc(-n3ccnc3C)nc(C)n2)c1 | 0.3 | 8 | -0.6 | 9
Cc1noc(C)c1-c1cc(NCCOc2ccccc2)ncn1 | 0.1 | -4 | -0.4 | 19
COc1ccc(-c2cccc(C(=O)NC3CCN(Cc4ccccc4)CC3)c2)cn1 | 0.0 | -4 | 1.6 | 13

Twelve successive compounds from above:
SMILES | FBW7 act | TEAD-YAP block | GPR151 activ | MITF inh
O=C(/C=C/c1ccccc1Cl)NCCSc1ccccn1 | 0.0 | -26 | -0.7 | 2
CCOC(=O)C1=C(C)N=c2s/c(=C/c3cc(Br)c(O)c(OC)c3)c(=O)n2C1c1cc(OC)ccc1OC (stereo unspecified) | 0.0 | 1 | -0.5 | 3
COCCn1nnnc1C(c1cc2ccc(C)cc2[nH]c1=O)N1CCCC1 (stereo unspecified) | 0.0 | 4 | 3.0 | 6
CN(C)S(=O)(=O)c1ccc(C(=O)NC(=O)CCl)cc1 | -0.2 | -12 | -0.1 | -8
O=C(Nc1ccc(F)cc1)c1ccc(Cl)cc1 | -0.1 | -46 | -3.1 | 8
CC(=O)OC1CC(C)(C)N(OC(=O)c2ccco2)C(C)(C)C1 | -0.1 | 1 | 1.0 | -3
COc1cccc(-n2c(=S)sc3c(=O)n(-c4ccccc4)c(SCC(=O)Nc4ccc(OC)cc4OC)nc32)c1 | -0.1 | 5 | 1.8 | 1
FC(F)(F)c1cccc(-n2cc(-c3ccccc3)c3c(NCc4cccs4)ncnc32)c1 | 0.1 | 9 | 0.0 | -17
Cc1cc(=O)oc2cc(OCC(=O)OCC(=O)Nc3ccc(C(C)C)cc3)ccc12 | -0.1 | 1 | 3.2 | -1
CCc1cccc(NC(=O)NCCNc2cc(-n3ccnc3C)nc(C)n2)c1 | 0.3 | 8 | -0.6 | 9
Cc1noc(C)c1-c1cc(NCCOc2ccccc2)ncn1 | 0.1 | -4 | -0.4 | 19
COc1ccc(-c2cccc(C(=O)NC3CCN(Cc4ccccc4)CC3)c2)cn1 | 0.0 | -4 | 1.6 | 13

More structures:
SMILES | FBW7 act | TEAD-YAP block | GPR151 activ | MITF inh
CCC1=NN2C(=N)/C(=C/c3cc(Cl)c(OCCOc4ccccc4OC)c(OC)c3)C(=O)N=C2S1 | -0.1 | -12 | -1.0 | 2
O=C(NCCCn1ccnc1)C1CC12CCN(C(=O)c1scc3c1CCCC3)CC2 (stereo unspecified) | 0.0 | 5 | -0.5 | 3
O=C(O)c1ccc(-c2nc(-c3ccc(C(=O)c4ccc(F)cc4)cc3)c(-c3ccc(F)cc3)[nH]2)cc1 | 0.3 | 24 | -0.1 | -3
O=C(c1cc2ccc([N+](=O)[O-])cc2oc1=O)N1CCOCC1 | 0.6 | -2 | 0.1 | 10
Cc1ccc(CNC(=O)CC2(CC(=O)O)CCCCC2)cc1 | 0.0 | -1 | 1.2 | 4
COc1cc(CN2CCC(O)CC2)cc(I)c1O | -0.2 | 4 | 0.8 | -5
COc1ccc(OC2CCN(Cc3nc(-c4ccccn4)no3)CC2)cc1 | 0.0 | 2 | 1.0 | 0
CC1=C(C(=O)OCC(C)C)C(c2ccc(O)c([N+](=O)[O-])c2)NC(=O)N1 (stereo unspecified) | 0.0 | 15 | -0.5 | 20
C=CCn1c(SCC(=O)OCC)nc2sc3c(c2c1=O)CC(C)(C)SC3 | 0.0 | 1 | 0.1 | 8
Cc1ccc2c(c1)c(CC(=O)Nc1cccc([N+](=O)[O-])c1C)c(C(=O)O)n2C | -0.1 | 13 | 0.7 | 5
c1ccc2oc(-c3ccc(Nc4nc(N5CCCC5)nc(N5CCOCC5)n4)cc3)nc2c1 | 0.1 | 12 | -1.0 | 8
COc1ccc(NC(=S)N2CCN(Cc3ccc4c(c3)OCO4)CC2)cc1 | 0.4 | -10 | -0.7 | 15
N#Cc1c(N)nc2c(c1C(=O)OCCO)CCC2 | 0.5 | -4 | 1.4 | 1
Cc1cc(C(=O)OCC(=O)c2ccc(Br)cc2)ccc1[N+](=O)[O-] | -0.1 | 1 | 3.5 | 0
COc1ccc(CN2CCN(Cc3ccc(OCCO)cc3)CC2CCO)cc1C (stereo unspecified) | -0.1 | 2 | -0.4 | -3
COCCCn1c(=O)c2ccccc2n(Cc2nc(-c3cccc(C)c3)no2)c1=O | 0.1 | -2 | 1.4 | 0
C=CCN1C(=O)C2(Nc3ccccc3C(=O)N2c2ccccc2)c2ccccc21 (stereo unspecified) | -0.1 | 4 | 0.6 | -11
O=C1O/C(=C\C=C2/OC(=O)c3ccccc32)c2ccccc21 | 1.0 | 6 | -1.0 | -10
CCn1c(N2CCC(C(=O)NCCc3ccc(O)cc3)CC2)nc2ccccc21 | 0.9 | 4 | -0.8 | 6
O=C(O)CCN(CCC(=O)O)c1ccc(O)cc1 | -0.7 | -19 | 1.9 | 69*
Cc1c(O)nc(SCC(N)=O)n(-c2ccc(F)cc2)c1=O | 0.0 | -1 | 0.2 | 0
O=C(NCc1n[nH]c2c1CCC2)c1ccc(-n2cc(NC(=O)c3cccnc3)cn2)cc1 | 0.0 | -19 | 0.6 | -18
COc1cccc(-c2nc(CSCC(=O)N3CCCC3)c(C)o2)c1 | 0.2 | -26 | -2.0 | -12
CCOC(=O)C1CCN(Cc2ccc(O)c(OC)c2)CC1 | 0.2 | -1 | 1.3 | 44
CC1=NN(c2ccc(I)cc2)C(=O)/C1=C/c1ccc(N(C)C)cc1 | -0.2 | -2 | -0.4 | 2
Nc1nc(N2CCC(N3CCOCC3)CC2)nc2c1ncn2-c1ccccc1 | 0.0 | 4 | 2.0 | -6
CCOC(=O)CSc1nc2ccccc2c(=O)n1CC1CCCO1 (stereo unspecified) | 0.0 | 6 | 1.3 | 15
Nc1nc(NCCCN2CCCC2=O)cc(NCCN2CCOCC2)n1 | -0.1 | 2 | -2.1 | 17
CCC1CN(Cc2cccc(OC)c2O)Cc2cc(OC)ccc2O1 (stereo unspecified) | 0.0 | -3 | 0.1 | -5
CC(C)CN1C(=O)NC(NC(=O)c2cccnc2)(C(F)(F)F)C1=O (stereo unspecified) | 0.0 | 6 | 0.6 | 0
Cc1ccc(-c2cc(C(=O)N/N=C/c3c[nH]c4ccccc34)n[nH]2)o1 | 0.0 | 13 | 4.3 | 8
COc1ccc(/C=C2\C(=O)NC(=O)N(c3ccccc3)C2=O)cc1Br | 0.1 | 3 | 0.9 | 5
CCN(CC)c1nc(Nc2cc(OC)c(OC)c(OC)c2)nc(Nc2nc3ccccc3n2C)n1 | 0.1 | -2 | -0.3 | 0
Cc1cc(NC(=O)c2cc(-c3ccc(F)cc3)c[nH]2)no1 | 0.0 | -2 | 0.3 | 7
O=C(Cn1c(=O)oc2ccccc21)Nc1ccnc2ccccc12 | 0.0 | 32* | 0.8 | 6
O=C1Nc2ccccc2N(O)N1c1ccc(S(=O)(=O)N2CCOCC2)cc1 | -0.1 | -1 | -0.6 | -5
Cc1cc(C(F)(F)F)nc(NC(C)c2ccccc2)n1 (stereo unspecified) | 0.1 | 7 | 0.0 | 11
COc1cc(C2CC(=O)Nc3c2ccc2ccccc32)ccc1OCc1ccccc1 (stereo unspecified) | 0.0 | -3 | -0.6 | 6
Clc1ccc(-n2cc(-c3ccccc3)c3c(N4CCC(Cc5ccccc5)CC4)ncnc32)cc1 | 0.1 | 5 | -1.0 | 15
CC(C)NC(=S)N/N=C/c1ccc([N+](=O)[O-])o1 | -0.3 | 5 | -0.2 | -9
CCCC/C=C/c1cnn2c(N3CCC[C@H]3CO)ccnc12 | -0.6 | -17 | 0.8 | 9
CC(C)(C)c1csc2ncc(C(=O)NOCc3ccc(Cl)cc3Cl)c(=O)n12 | -0.2 | 1 | -0.1 | 13
COc1ccc(C2C(=O)N(C3CCCCCC3)CC(=O)N2C2CC2)cc1 (stereo unspecified) | -0.2 | -7 | 1.1 | -6
c1cc2c(cc1-c1csc(-c3ccc4c(c3)OCCO4)n1)OCCCO2 | -0.2 | -46 | 1.8 | -4
COC(=O)C1=CN(C)C=C(C(=O)OC)C1c1ccc(C)c([N+](=O)[O-])c1 | 0.3 | -4 | -1.6 | 8
N#Cc1cc(-c2ccnc(Nc3ccc(-n4cnc(N5CCOCC5)n4)cc3)n2)cc(N2CCCC(O)C2)c1 (stereo unspecified) | 0.0 | 17 | -0.9 | 1
O=C(NNC(=O)C(=O)NNC(=O)Nc1ccc(F)cc1)Nc1ccc(F)cc1 | 0.2 | 3 | 0.5 | -6
COc1ccc(S(=O)(=O)N2CCN(c3ccccc3OC)CC2)cc1C(=O)O | 0.0 | 12 | 0.6 | -1
